A350 fluor – compound fluoresces in the Alexa 350 spectral region; max dye-equivalent concentration, M; Compound autofluorescence, 340/450 nm, Alexa 350 dye-equivalents; active compounds read high; 59,000 tested, 11% active; AID 590; in the data active = max dye-equivalent concentration above about 10 nM; inconclusive = mostly about 1.1 nM to 9.6 nM
FLuc inh – inhibitors of firefly luciferase; purified firefly luciferase, luminescence, 8 min; Potency, µM (doses to about 57.1 µM), for inactives: top-dose activity change, negative = inhibition, usual class: inhibitors; 72,000 tested, 2.2% active; also: potency is read from the fitted curve at half-maximal effect; % is scaled to controls: 0 for no effect and ±100 for the full control effect; nearly all actives have a fitted effect of over 40% in size
Target sequence (P08659 whole entry, looked up): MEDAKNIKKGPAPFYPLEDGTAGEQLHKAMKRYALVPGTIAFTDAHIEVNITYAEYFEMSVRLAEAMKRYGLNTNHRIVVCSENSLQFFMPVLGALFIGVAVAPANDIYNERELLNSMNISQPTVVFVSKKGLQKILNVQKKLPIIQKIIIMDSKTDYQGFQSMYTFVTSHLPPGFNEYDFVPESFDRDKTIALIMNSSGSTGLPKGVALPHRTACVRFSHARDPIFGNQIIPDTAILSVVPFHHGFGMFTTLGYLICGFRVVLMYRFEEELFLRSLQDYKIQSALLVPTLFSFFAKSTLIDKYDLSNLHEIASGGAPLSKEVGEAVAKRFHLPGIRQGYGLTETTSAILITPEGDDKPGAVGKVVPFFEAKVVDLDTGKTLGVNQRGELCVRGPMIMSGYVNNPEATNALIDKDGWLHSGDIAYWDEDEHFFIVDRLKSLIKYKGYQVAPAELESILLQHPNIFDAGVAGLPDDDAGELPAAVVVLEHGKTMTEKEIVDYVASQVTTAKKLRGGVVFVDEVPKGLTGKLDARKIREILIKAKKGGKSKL
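qHTS concentration-response profiling: light output of P. pyralis luciferase with luciferin and 10 uM ATP, imidazole buffer pH 7.2. Read by luminescence after 8-min room-temperature incubation.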
HBB splicing – modulators of hemoglobin beta chain splicing. 65,000 tested, 0.06% active. Potency, µM (top dose mostly 46.1 µM), without a hit: at the top dose activation, usual class: activators. HBB splicing reporter cell assay, activation; EGFP reporter with mutant IVS2-654 intron; response scale: normalised to 500 nM splice-correcting PNA; also: potency is read from the fitted curve at half-maximal effect; 0% is about no effect
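HeLa cells stably expressing EGFP interrupted by mutant beta-globin intron 2 (IVS2-654), 500/well in 2% FCS. Treated with compound for 2 days at 37C. Splicing correction scored as total well GFP intensity (488 nm excitation, 500-520 nm emission); 500 nM antisense PNA served as control.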
GFP derepression – derepresses silenced GFP locus in mouse C127i cells | mouse C127i GFP locus derepression, cytometry, 30 h | Potency, µM (titrated, usually from 46.1 µM), without a hit: at the highest dose GFP derepression (activation) | 68,000 tested, 0.09% active; also: % of control where 0% means no effect
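Derepression screen: silenced CMV-GFP reporter in murine C127i cells, 30 h compound incubation at 37 C, washed cells imaged by laser-scanning cytometer to enumerate GFP-expressing objects of 20 to 120 um.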
Texas Red fluor – compound fluoresces in the Texas Red spectral region. AID 587. Compound fluorescence, Texas Red channel, 547/618 nm; active compounds read high. max dye-equivalent concentration, M. 59,000 tested, 0.06% active; in the data active = max dye-equivalent concentration above about 10 nM; inconclusive = between about 1.1 nM and that limit
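Compound fluorescence was read after 15 min at room temperature in 100 mM Tris, pH 8.0, using 547 nm excitation and 618 nm emission across a concentration series. It was expressed as Texas Red dye-equivalent concentration from an on-plate standard curve.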
4-MU autofl – 4-MU region autofluorescence | compound autofluorescence, 340/450 nm, 4-MU equivalents; active compounds read high | max dye-equivalent concentration, M | 59,000 tested, 11% active; in the data active = max dye-equivalent concentration above about 10 nM; inconclusive = mostly about 1.1 nM to 9.6 nM
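Compounds in 100 mM Tris, pH 8.0, incubated 15 min at room temperature, then fluorescence read at 340 nm excitation/450 nm emission. Signal converted to 4-MU dye-equivalent concentration using an on-plate six-point 4-MU standard curve.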
CRE-bla Fsk – modulators of forskolin-stimulated CRE signaling in CHO cells; Potency, µM (top dose mostly 38.2 µM), for the others: top-dose activity change, negative = inhibition, hits mostly activators; AID 662; CHO CRE-bla reporter (cAMP response element driving beta-lactamase), forskolin EC10, beta-lactamase ratio; 71,000 tested, 2.5% active; active = well fitted activation curve with a large enough effect in the signal ratio, with a control signal flat, not every such curve was filed as active; inconclusive = small, poorly fitted or top-dose-only effect, or effect the other way, or a change in a side signal; the % refers to the signal ratio; also: potency is read from the fitted curve at half-maximal effect; % of control where 0% means no effect
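Modulation of forskolin-driven signalling is measured in CHO cells carrying a CRE-controlled beta-lactamase reporter. Cells are stimulated with EC10 NKH 477 in the presence of titrated compound for 3 h at 37 °C, then loaded with CCF4 for 2 h at room temperature.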
Hsp90 Hop PPI – changes Hsp90-Hop TPR2A binding signal, up or down. AlphaScreen TPR2A-His6 binding biotin-Hsp90 C-terminal peptide. Potency, µM (series often up to 57 µM), without a hit: top-dose activity change, negative = inhibition. 71,000 tested, 0.44% active. AID 595; active = well fitted curve in either direction with a large enough effect; inconclusive = small, poorly fitted or top-dose-only effect, or another doubt; also: potency is read from the fitted curve at half-maximal effect; % is scaled to controls: 0 for no effect and ±100 for the full control effect; many of its hits are not listed in these tables
Fluorescein autfl – compound fluoresces in the fluorescein spectral region; 59,000 tested, 0.91% active; Compound autofluorescence, 480/540 nm, fluorescein-equivalent; active compounds read high; max fluorescein-equivalent concentration, M; AID 593; in the data active = max fluorescein-equivalent concentration above about 10 nM; inconclusive = between about 1.1 nM and that limit
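Values reflect compound autofluorescence, normalized to fluorescein on the same plate and reported at each tested concentration. Conditions: 100 mM Tris pH 8.0, room temperature, 15 min, excitation 480 nm, emission 540 nm.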
ERK AVP inh – vasopressin-driven ERK pathway inhibition; HEK293-V1b, vasopressin-stimulated pERK AlphaScreen; Potency, µM (highest dose often 57.5 µM), for the others: top-dose activity, negative = inhibition, most hits filed as inhibitors; 72,000 tested, 0.99% active; also: potency is read from the fitted curve at half-maximal effect; % is scaled to controls: 0 for no effect and ±100 for the full control effect; nearly all actives have a fitted effect of over 55% in size
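Phosphorylated ERK1/2 detected via AlphaScreen bead proximity in lysates of V1b-expressing HEK293 cells given 25 nM vasopressin for 5 min after 30 min compound exposure (37 °C). AC50 from Hill equation; basal DMSO 0%, vasopressin 100%.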
UbGFP stabilizer – ubiquitin-GFP accumulation via proteasome inhibition; Potency, µM (highest dose often 45.9 µM), for inactives: at the top dose activation (GFP accumulation), most hits filed as activators; 67,000 tested, under 10 active; Ubiquitin-GFP reporter cells, proteasome inhibition, GFP fluorescence; response scale: untreated = 0%, 10 µM MG-132 = 100%; AID 526; active = well fitted activation curve with a large enough effect, not every such curve was filed as active; inconclusive = small, poorly fitted or top-dose-only effect, or another doubt; inactive = no such curve, though single readings can be large or run the other way; also: potency is read from the fitted curve at half-maximal effect
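U2OS Ub(G76V)-GFP reporter; O/N plating, 0.5% FBS; cpd 46 uM–2.9 nM, 4 h, 37 °C; GFP+ cell count, 488/515 nm; norm. to basal vs 10 uM MG-132; CRC fit.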
Numbers without * were called inactive; i = inactive; ? = inconclusive; nt = no result given; [ ] = dose if it differs, or a comment. Unless noted, calls follow the shape of the dose curve; as a rule, active = well fitted curve in the direction sought with a large enough effect; inconclusive = small, poorly fitted or top-dose-only effect, or another doubt; inactive = no such curve, though single readings can be large; an effect the other way counts as inactive or inconclusive. An excerpt. The share of hits here may be higher or lower than overall.

item	SMILES	A350 fluor	FLuc inh	HBB splicing	GFP derepression	Texas Red fluor	4-MU autofl
1	CCN(CC(=O)Nc1ccc2c(c1)OCCO2)C(=O)C1CCCCC1	i	0%	-2.5%	-1%	i	i
2	O=C(c1cnn2c1NC(c1ccco1)CC2C(F)(F)F)N1CCN(c2cccc(Cl)c2)CC1 (stereo unspecified)	i	-2%	-0.6%	3%	i	i
3	CCOC(=O)N1CCC(Nc2cccc(SC)c2)CC1	nt	0%	-0.8%[9.22 µM]	0%	nt	nt
4	COc1ccc(C(=O)N(CC(=O)NC(C)(C)C)c2ccc3c(c2)OCCO3)cc1OC	i	-2%	nt	0%	?	i
5	COc1ccc(C2(CNC(=O)CCC(=O)O)CCCC2)cc1	i	1%	-1.5%	-1%	i	i
6	N#CC1(c2nc3ccccc3[nH]2)CC1c1ccc2c(c1)OCO2 (stereo unspecified)	i	-10%	-1.3%	-3%	i	i
7	c1ccc2c(-n3ccnc3)nc(-c3ccoc3)nc2c1	i	0%[2.29 µM]	1.1%	-1%[9.22 µM]	i	i
8	CCOc1ccccc1-n1c(CN2CCN(C(=O)c3ccco3)CC2)nc2ccccc2c1=O	i	2%	0.2%	2%	i	i
9	COC(=O)C1(S(=O)(=O)c2cc(Br)cc3c2N(C(C)=O)CC3)CC1	i	4%	-3.2%	3%	i	i
10	COc1ccc(CCn2nnnc2C(C(C)C)N2CCC(C(N)=O)CC2)cc1OC (stereo unspecified)	?	0%	-0.9%	0%	i	i
11	O=C(CSc1nccn1Cc1ccccc1)Nc1nccs1	i	-11%	0.3%	0%	i	i
12	CSCCC(NS(=O)(=O)c1cccs1)C(=O)NCc1cccs1 (stereo unspecified)	i	2%	0.2%	0%	i	i
13	CCCc1c(C(=O)OCC)[nH]c2c1C(=O)CCC2	nt	3%	-1.0%	7%	nt	nt
14	CCCCc1ccc(-c2nc(N)n[nH]2)cc1	nt	7.9µM*	1.2%	-2%	nt	nt
15	O=C(CSc1nnnn1C1CCCC1)c1ccc2c(c1)OCCO2	i	7.9µM*	-4.4%	-1%	?	i

item	CRE-bla Fsk	Hsp90 Hop PPI	Fluorescein autfl	ERK AVP inh	UbGFP stabilizer
1	?	-4%	?	-5%	-2%
2	-17%	-9%	i	-4%	1%
3	?	-19%	nt	18%	-12%
4	3%	0%	i	-11%	-5%
5	?	-8%	?	-4%	-7%
6	2%	-2%	i	9%	9%
7	3.2µM*	-12%	i	-20%	-2%
8	-2%	-6%	i	-19%	-1%
9	-1%	-7%	i	9%	-14%
10	-6%	2%	?	-1%	1%
11	-12%	-4%	?	?	0%
12	-2%	-2%	?	4%	1%
13	?	-1%	nt	-19%	7%
14	0%	1%	nt	-10%	6%
15	?	6%	?	-6%	1%

Continuation.
item	SMILES	A350 fluor	FLuc inh	HBB splicing	GFP derepression	Texas Red fluor	4-MU autofl
16	CCOC(=O)c1cn(CC(=O)Nc2ccccc2C(=O)OCC)nn1	i	1%	-0.8%	4%	i	i
17	COc1ccc(S(=O)(=O)N2CCC(O)(c3ccc4c(c3)OCO4)CC2)cc1	i	3%	nt	2%	?	i
18	CC(=O)OCC(=O)[C@@]1(O)CC[C@H]2[C@@H]3CCC4=CC(=O)C=C[C@]4(C)[C@H]3[C@@H](O)C[C@@]21C	i	3%[25.5 µM]	nt	0%[20.6 µM]	i	i
19	O=C(NCc1cccs1)C1CCCN(S(=O)(=O)c2cccc3cccnc23)C1 (stereo unspecified)	nt	2%	1.1%	5%	nt	nt
20	Cc1ccc(NC(=O)CSc2nnc([C@@H]3CCCN3C(=O)OC(C)(C)C)o2)c(C)c1	i	0%	-1.9%[0.369 µM]	2%	?	i
21	Cn1nnc2cc(NC(=O)N3CC4(C)CC3CC(C)(C)C4)ccc21 (stereo unspecified)	?	2%	-0.3%	10%	?	i
22	O=S(=O)(/C=C/c1ccccc1)n1cnc2ccccc21	?	9%	-3.1%	0%	i	i
23	O=C1N(CCCCN2C(=O)C3(OCCO3)c3ccccc32)c2ccccc2C12OCCO2	i	0%	-0.1%[57.5 µM]	2%	i	i
24	COc1ccc(N2CCN(C(=O)c3cn(C)c(=O)c4c3c3ccccc3n4C)CC2)cc1	2.6e-08M*	1%	-0.1%	0%	i	2.5e-08M*
25	CC(C)NS(=O)(=O)c1ccc(OCC(=O)NCc2ccc3c(c2)OCO3)c(Cl)c1	i	-1%	-0.4%	0%	i	i
26	O=C(O)CSc1nc2ccccc2[nH]1	i	2%[11.4 µM]	1.3%[9.22 µM]	-2%[9.22 µM]	i	i
27	O=C(O)CCN1/C(=C/C=Nc2ccccc2)Oc2ccccc21	7.3e-08M*	1%	-3.6%	-4%	?	6.1e-08M*
28	C=CCNc1nc(NCCN2CCOCC2)nc(N2CCOCC2)n1	i	0%	1.3%	0%	i	i
29	CCc1ccc2[nH]c(=O)c(CN(Cc3ccc4c(c3)OCO4)Cc3nnnn3C3CCCC3)cc2c1	?	-4%	nt	-1%	i	i
30	c1csc(-c2nn3c(C4COc5ccccc5O4)nnc3s2)c1 (stereo unspecified)	i	0%	0.2%	0%	i	i

item	CRE-bla Fsk	Hsp90 Hop PPI	Fluorescein autfl	ERK AVP inh	UbGFP stabilizer
16	?	-10%	?	-12%	-13%
17	-7%	-3%	i	-7%	1%
18	nt	nt	i	nt	nt
19	-9%	-2%	nt	-9%	0%
20	-20%	-2%	i	-13%	0%
21	-6%	-3%	i	-17%	2%
22	-12%	2%	?	4%	-2%
23	14%	-1%	i	-10%	5%
24	?	-21%	i	?	3%
25	-11%	-3%	i	-28%	-4%
26	10%[7.6 µM]	-5%[11 µM]	i	9%[11.5 µM]	5%[9.17 µM]
27	-1%	-1%	?	7%	-5%
28	-7%	-4%	i	-9%	3%
29	-3%	-5%	i	-15%	3%
30	9%	-4%	i	?	1%

Reformatted field by field: entries from further up.
19: O=C(NCc1cccs1)C1CCCN(S(=O)(=O)c2cccc3cccnc23)C1 (stereo unspecified)
  A350 fluor: nt; FLuc inh: 2%; HBB splicing: 1.1%; GFP derepression: 5%; Texas Red fluor: nt; 4-MU autofl: nt; CRE-bla Fsk: -9%; Hsp90 Hop PPI: -2%; Fluorescein autfl: nt; ERK AVP inh: -9%; UbGFP stabilizer: 0%
20: Cc1ccc(NC(=O)CSc2nnc([C@@H]3CCCN3C(=O)OC(C)(C)C)o2)c(C)c1
  A350 fluor: i; FLuc inh: 0%; HBB splicing: -1.9%[0.369 µM]; GFP derepression: 2%; Texas Red fluor: ?; 4-MU autofl: i; CRE-bla Fsk: -20%; Hsp90 Hop PPI: -2%; Fluorescein autfl: i; ERK AVP inh: -13%; UbGFP stabilizer: 0%
21: Cn1nnc2cc(NC(=O)N3CC4(C)CC3CC(C)(C)C4)ccc21 (stereo unspecified)
  A350 fluor: ?; FLuc inh: 2%; HBB splicing: -0.3%; GFP derepression: 10%; Texas Red fluor: ?; 4-MU autofl: i; CRE-bla Fsk: -6%; Hsp90 Hop PPI: -3%; Fluorescein autfl: i; ERK AVP inh: -17%; UbGFP stabilizer: 2%

Continuation.
item	SMILES	A350 fluor	FLuc inh	HBB splicing	GFP derepression	Texas Red fluor	4-MU autofl
31	CCOC(=O)N=S(N)(=O)c1ccccc1 (stereo unspecified)	i	3%	-0.2%[57.5 µM]	3%	i	i
32	CCCC(=O)Nc1ccc2c(c1)nc(CN1CCCCC1)n2C	?	-2%	-4.7%[0.369 µM]	4%	?	?
33	COc1ccc(Br)cc1C(=O)Nc1nnn(C)n1	i	2%	0.7%	0%	i	i
34	CC1Cc2ccccc2N1C(=O)C1CCN(S(=O)(=O)Cc2ccccc2)CC1 (stereo unspecified)	?	-2%	nt	-1%	i	?
35	CCOC(=O)CSc1nc2sc(C(=O)O)c(C)c2c(=O)[nH]1	nt	3%	0.3%	nt	nt	nt
36	CCc1nc(SCC(=O)NCCc2ccccc2)n[nH]1	i	-2%	-0.2%	0%	i	i
37	COc1cccc(-c2cc(C(=O)NCCN3CCOCC3)no2)c1	i	-2%	-1.3%	0%	i	i

item	CRE-bla Fsk	Hsp90 Hop PPI	Fluorescein autfl	ERK AVP inh	UbGFP stabilizer
31	-1%	0%	i	10%	-2%
32	20%	-7%	i	12%	3%
33	16%	-2%	i	-11%	-2%
34	-10%	0%	i	3%	0%
35	-6%	-1%	nt	nt	-5%
36	-12%	-9%	i	-2%	-2%
37	1%	-5%	i	-5%	-5%
